14-3-3g Raf = modulators of 14-3-3 gamma protein binding, primary screen, biochemical, fluorescence polarization | 14-3-3 protein gamma (Homo sapiens), P61981 | FP, 14-3-3gamma / TMR-pS259-Raf peptide binding | inhibition, % at 40 µM | actives 0.19% (n = 160,000) | AID 422, 2006; in the data active = inhibition above about 30%;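 also: 0% = protein plus tracer without compound and 100% = blank with tracer alone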
Target sequence (P61981 whole entry, looked up): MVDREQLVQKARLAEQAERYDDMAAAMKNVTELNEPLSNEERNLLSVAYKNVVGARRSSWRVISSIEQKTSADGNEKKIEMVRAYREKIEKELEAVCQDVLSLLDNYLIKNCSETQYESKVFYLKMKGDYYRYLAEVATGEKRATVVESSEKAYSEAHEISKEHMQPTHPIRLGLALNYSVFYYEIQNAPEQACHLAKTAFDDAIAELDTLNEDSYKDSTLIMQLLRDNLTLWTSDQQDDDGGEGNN
Starred values were filed as active, the others as inactive; & = joins results of further samples. Not all compounds are listed; the hit share may differ from the screen's.

| Compound | 14-3-3g Raf |
| --- | --- |
| CCOCCCNC(=O)C1CCCN(S(=O)(=O)c2cccc3nsnc23)C1 (centres undefined) | 4 |
| Cc1ccc(OCCNc2cc(N3CCCC3)ccc2[N+](=O)[O-])cc1C | -4 |
| CCC(C)NC(=O)C1c2cc(OC)c(OC)cc2C(=O)N(C)C1c1ccc(SC)cc1 (centres undefined) | -5 |
| Cc1cc(NC(=O)c2cnc3scc(C)n3c2=O)no1 | -5 |
| CC(=O)c1ccc(NC(=O)c2noc3c2CCCCC3)cc1 | -3&7 |
| CCc1c(C)sc(NC(=O)c2cc3n(n2)C(C(F)(F)F)CC(c2ccc(Cl)cc2)N3)c1C#N (centres undefined) | 0 |
| CC(=O)C(C(C)=O)C(c1ccccc1)C1C(=O)c2ccccc2C1=O (centres undefined) | -7 |
| COC(=O)c1cc(COc2ccc3c(C)c(Cc4ccccc4)c(=O)oc3c2C)c(C)o1 | 4 |
| O=C(NCc1ccccc1)c1ccc2c(=O)n(CC3CCCO3)c(=S)[nH]c2c1 (centres undefined) | -11 |
| CCOC(=O)C(NC(=O)CC)(Nc1ccc(S(=O)(=O)Nc2ncccn2)cc1)C(F)(F)F (centres undefined) | 5 |
| Cc1cccc(CCNC(=O)C2CCN(S(=O)(=O)N3CCOCC3)CC2)c1 | -1 |
| CCN(CC)c1ccc(NC(=O)CN2CCN(CC(=O)Nc3ccc(F)cc3)CC2)cc1 | 0 |
| CC1CCc2c(sc3ncnc(N4CC5(C)CC4CC(C)(C)C5)c23)C1 (centres undefined) | 2 |
| COc1ccc(Cl)c(S(=O)(=O)Nc2ccc(OCC(=O)O)cc2)c1 | -6 |
| CCOC(=O)c1c(N)sc(C(=O)N2CCOCC2)c1C | -6 |
| COc1ccc(C(=O)NC2CC3CCCC(C2)N3CC(C)C)cc1OC (centres undefined) | 0 |
| Cc1csc(-c2cnn(-c3ccccc3)c2NC(=O)c2ccccc2)n1 | -11 |
| N#Cc1ccccc1NC(=O)CSc1nc2c(cc1C#N)CCCCC2 | -11 |
| Cc1cc(-c2nnc3n2CCCCC3)c(C)n1-c1ccccc1 | -2 |
| CC1=C(C(=O)Nc2ccc(C)cn2)C(c2ccccc2)C2=C(CCCC2=O)N1 (centres undefined) | -3 |
| O=C(CCn1nc(-c2ccccc2)ccc1=O)NCc1ccco1 | 0 |
| CC(CC(=O)O)CC(=O)Nc1cccc(C(=O)O)c1 (centres undefined) | 1 |
| CCOC(=O)c1c(NC(=O)c2ccc(Cl)cc2)sc2c1CCC(C)C2 (centres undefined) | 9 |
| CCOCCCNC(=O)C1CCN(C(=O)Nc2ccc(C)cc2)CC1 | -10 |
| O=C(CN1C(=O)c2ccccc2C1=O)Nc1ccc(N2CCOCC2)cc1 | -9&-24 |
| O=C(CC1(O)C(=O)N(Cc2ccc(Cl)cc2)c2ccccc21)c1ccc2ccccc2c1 (centres undefined) | 4 |
| c1nc(N2CCN(Cc3ccc4c(c3)OCO4)CC2)c2[nH]cnc2n1 | 0 |
| CC(C)(C)c1ccc(-c2nnc3n2N=C(c2ccc(F)cc2)CS3)cc1 | -10 |
| Cc1ccc(-c2nnc3n2N=C(c2ccccc2)CS3)cc1 | -3 |
| Cc1nc(N=Nc2ccc(C(=O)O)cc2)c(COP(=O)(O)O)c(C=O)c1O | 69* |
| Cc1ccc(C2CC(=O)Nc3cc4c(cc32)OCCO4)cc1[N+](=O)[O-] (centres undefined) | 1 |
| O=C(O)CCc1nn2cc(-c3ccccc3)nc2[nH]c1=O | -12 |
| CN1CCN(C(=O)c2ccc3ccccc3c2)CC1 | -1 |
| CC(=O)Nc1ccc(S(=O)(=O)N2CCN(S(C)(=O)=O)CC2)cc1 | -7 |
| Cc1cccn2c(=O)c3cc(C(=O)Nc4cccnc4)sc3nc12 | -20 |
| CN(C)c1ccc(C=NCCC2(O)CCOC(C)(C)C2)cc1 (centres undefined) | -5 |
| Cn1c(=O)c2c(nc(NCc3ccccc3)n2CCCc2ccccc2)n(C)c1=O | -6 |
| COC(=O)C1=C(C)NC2=C(C(=O)CCC2)C1c1ccccc1I (centres undefined) | -4 |
| CC1=CC(=Cc2sc3ccccc3[n+]2C)C=C(C)O1 | -93 |
| O=C1CSc2sc(=S)sc2S1 | -58 |
| CCC(Sc1nc2ccc(Br)cc2c2nc3ccccc3n12)C(=O)NCc1cccnc1 (centres undefined) | -1 |
| CC(=O)c1cc(C#N)c(SCc2ccc(F)cc2)nc1C | 2 |
| COc1cccc(NC(=O)NCc2cccn2C)c1 | 1&1 |
| O=C1NCCN1CCNS(=O)(=O)c1ccc2ccccc2c1 | 2 |
| CCOc1ccccc1-n1nnnc1SCC(=O)Nc1cc2oc3ccccc3c2cc1OC | 2 |
| CCCCN(C(=O)c1c(C)[nH]c(C(=O)OCC)c1C)c1ccccc1 | -5 |
| Cc1cc([N+](=O)[O-])ccc1NC(=O)c1cc2cc(Br)ccc2oc1=O | -6 |
| COc1ccc(-c2nc(NC(C)=O)c3c(=O)oc4ccccc4c3n2)cc1 | -7 |
| COc1ccc(OCCCCn2c(-c3ccc(Br)cc3)nc3ccccc3c2=O)cc1 | 1 |
| CCN(CC)S(=O)(=O)c1ccc(-c2nnc3sc4cccc(C)c4n23)cc1 | -6 |
| N/C(=N\S(=O)(=O)c1ccc(Cl)s1)c1ccccc1 | 1 |
| Cc1cc(C)cc(C(=O)OCCN2C(=O)c3cccc4c(N5CCCCC5)ccc(c34)C2=O)c1 | -45 |
| CCCCNC(=O)CCn1nc(-c2ccc(C)cc2)ccc1=O | -13 |
| O=C(CSCc1ccc(F)c2ccccc12)Nc1ccc2ccccc2c1 | 2 |
| Cc1cc2nnc(SCC(=O)Nc3ccccc3C#N)n2c2ccccc12 | 2 |
| Cc1ccsc1C(C(=O)NC1CCCCC1)N(C(=O)c1csnn1)C1CC1 (centres undefined) | 2 |
| CCOC(=O)C1CCCN(C(=O)C2CCN(S(=O)(=O)c3cccs3)CC2)C1 (centres undefined) | -2 |
| CC1=C(C(=O)OC2CCCCC2)C(c2cccc([N+](=O)[O-])c2)C2=C(CC(c3ccccc3)CC2=O)N1 (centres undefined) | 2 |
| Cc1c(Cl)c(C)c([N+](=O)[O-])c(O)c1C=Nc1ccc(C(=O)O)cc1 | 45* |
| Cc1cc(C(=O)Nc2ccc(S(=O)(=O)Nc3onc(C)c3C)cc2)cs1 | 9 |

Of the compounds above, 9 have a thiophene ring, fused or not:
| Compound | 14-3-3g Raf |
| --- | --- |
| CCc1c(C)sc(NC(=O)c2cc3n(n2)C(C(F)(F)F)CC(c2ccc(Cl)cc2)N3)c1C#N (centres undefined) | 0 |
| CC1CCc2c(sc3ncnc(N4CC5(C)CC4CC(C)(C)C5)c23)C1 (centres undefined) | 2 |
| CCOC(=O)c1c(N)sc(C(=O)N2CCOCC2)c1C | -6 |
| CCOC(=O)c1c(NC(=O)c2ccc(Cl)cc2)sc2c1CCC(C)C2 (centres undefined) | 9 |
| Cc1cccn2c(=O)c3cc(C(=O)Nc4cccnc4)sc3nc12 | -20 |
| N/C(=N\S(=O)(=O)c1ccc(Cl)s1)c1ccccc1 | 1 |
| Cc1ccsc1C(C(=O)NC1CCCCC1)N(C(=O)c1csnn1)C1CC1 (centres undefined) | 2 |
| CCOC(=O)C1CCCN(C(=O)C2CCN(S(=O)(=O)c3cccs3)CC2)C1 (centres undefined) | -2 |
| Cc1cc(C(=O)Nc2ccc(S(=O)(=O)Nc3onc(C)c3C)cc2)cs1 | 9 |

New compounds follow.
| Compound | 14-3-3g Raf |
| --- | --- |
| O=C1CSC(c2ccccc2F)N1c1ccccc1 (centres undefined) | -1 |
| COCCn1cc(C(=O)N2CCN(Cc3ccccc3)CC2)c2c3ccccc3n(C)c2c1=O | -1 |
| COC(=O)C1=C(C)Nc2nnnn2C1c1ccc(C(C)C)cc1 (centres undefined) | -2 |
| COc1cc2c(cc1OC)CN(S(=O)(=O)c1ccc(Oc3ccccc3)cc1)CC2 | -19 |
| CCn1c(SCC(=O)NCc2cccs2)nnc1-c1ccco1 | -1 |
| COc1ccc(Nc2ncnc(N)c2[N+](=O)[O-])c(OC)c1 | -5 |
| Cc1sc2ncn(CC(=O)N3CCC(C)CC3)c(=O)c2c1S(=O)(=O)N1CCOCC1 | -7 |
| O=C(CN(C(=O)CCC(=O)Nc1nccs1)c1ccc(F)cc1)NCc1ccco1 | -2 |
| C=CCOC(=O)C1=C(C)NC2=C(C(=O)CCC2)C1c1cccc(O)c1 (centres undefined) | -10 |
| CC(C)(C)C1CCc2nc(N)c3c(=O)oc4ccccc4c3c2C1 (centres undefined) | -3 |
| O=C(c1cc2n(n1)C(C(F)(F)F)CC(c1ccco1)N2)N1CCCCCC1 (centres undefined) | -4 |
| COc1ccc2c(c1OC)C(=O)N(c1cccc(C(F)(F)F)c1)C2 | 0 |

(further entries)
compound	14-3-3g Raf
CC1CCc2sc(NC(=O)c3ccc(S(=O)(=O)N4CCCC4)cc3)c(C(N)=O)c2C1 (centres undefined)	5
COCCCN(C(C)=O)c1nc(-c2ccccc2)cs1	1
COCCCNC(=O)c1sc2nc(C)nc(N3CCOCC3)c2c1C	1
Cc1ccccc1Cn1c(-c2cncs2)nc2ccccc21	-1
COC(=O)C1=CN(C(C)C)C=C(C(=O)OC)C1c1ccc(OC)c(Br)c1	-3
CN1CCN(c2ccccc2NC(=O)c2ccc(Br)o2)CC1	5
O=C(CN1C(=O)C2C3C=CC(C3)C2C1=O)N1CCN(c2ccccc2F)CC1 (centres undefined)	-1
Cc1cc(=O)oc2cc(OCC#N)ccc12	-1
O=C(CNS(=O)(=O)c1cccc2nsnc12)NCc1ccc(F)cc1	-6
CCOC(=O)C(C)(C)N(Cc1ccccc1Cl)S(=O)(=O)c1ccc([N+](=O)[O-])cc1	0
CCOC(=O)c1cnc2c(OC)cccc2c1Nc1ccc(C)cc1	-22
Cc1ccc(OCCCCn2ccnc2)c(Cl)c1	-1
Fc1cccc(Nc2nc(-c3cccnc3)nc3ccccc23)c1	-25
Cc1ccc(F)cc1NC(=O)c1cc2ccccc2oc1=O	-1
Cc1nc2ccccc2n1CCc1nc2c3ccccc3nc(SCC(=O)NCc3ccco3)n2n1	-3
COc1ccc(-n2c(CNC(=O)c3cccs3)n[nH]c2=S)cc1	-3
Oc1ccc(-c2n[nH]c(C(F)(F)F)c2-c2nc3ccccc3s2)c(O)c1	-3
Cc1cccc(-c2cc3nc4c(c(N5CCOCC5)n3n2)CCCC4)c1	-2
O=C(COC(=O)c1ccc2c(c1)C(=O)N(C1CCCCC1)C2=O)c1ccc(Br)cc1	3
C=CCOc1cccc(C2C(C(=O)c3ccco3)=C(O)C(=O)N2Cc2ccncc2)c1 (centres undefined)	-3
COc1ccccc1-c1cc(C(=O)NCc2ccccc2)no1	-9&-2
Cc1nn(-c2ccccc2)c(C)c1C(=O)OCC(=O)N1CC(=O)Nc2ccccc21	-3
CCOC(=O)CC(=O)CSCC(=O)Nc1ccc(C)cc1	-9
COc1ccc(NS(=O)(=O)c2ccc(C(C)C)cc2)cc1	2
Cc1c(C(=O)NC2CCCCCC2)sc2ncnc(N3CCCCC3C)c12 (centres undefined)	-7
C=CCNC(=O)CC(C)C(CCCCC)C(=O)O (centres undefined)	3
CCOc1ccc(S(=O)(=O)N(CC(=O)N2CCN(c3ccccc3)CC2)c2ccccc2)cc1	1
CC(C)(C)c1ccc(C(=O)Oc2ccc(Cl)cc2)cc1	-4
O=C(CSc1nnc(-c2ccc(F)cc2)o1)Nc1ccc(S(=O)(=O)N2CCCC2)cc1	2
O=C(C1CC1)N1CCN(c2ncccn2)CC1	-2
COc1cccc(-c2ccc3c(N)c(C(=O)NCc4ccc(Cl)cc4)sc3n2)c1	-2
COc1ccc2c(c1OC)C(=O)N1c3ccccc3C(=O)N(c3ccccc3F)C21 (centres undefined)	7
Cc1cc(C(=O)CN2CCC(C)CC2)c(C)n1-c1ccc(Cl)c(C(F)(F)F)c1	-23
CCOC(=O)c1cc2c(=O)n3ccccc3nc2n(CC(C)C)c1=NC(=O)c1c(-c2ccccc2Cl)noc1C	1
COc1cc(OC)cc(-c2nnc(SCC(=O)N(Cc3ccccc3)C(C)(C)C)o2)c1	-2
Cn1c(CCN2CCCCC2)nc2cc(NS(=O)(=O)c3ccccc3)ccc21	-11
C#CC(C)(CC)NC(=O)c1cc2cccc(OC)c2oc1=O (centres undefined)	-5
NC(=O)c1ccsc1NC(=O)c1nc(-c2ccccc2)n(-c2ccccc2)n1	-27
COc1ccc(-n2nc3c(c2NC(=O)c2ccccc2Br)CS(=O)C3)cc1 (centres undefined)	-6
O=C(CSc1nnc(CNC(=O)c2c(F)cccc2Cl)o1)c1ccccc1	0
O=C(Nc1cccnc1)c1ccc(N2C(=O)C3C4C=CC(C4)C3C2=O)cc1 (centres undefined)	-2
Cc1ccccc1OCCn1c(=N)n(CCO)c2ccccc21	1
O=C1CC(c2c[nH]c3ccccc23)C(=O)N1c1ccc(O)cc1 (centres undefined)	-65
CCOC(=O)CSc1nc2ccccc2n1CC(=O)N1CCN(c2ccccc2)CC1	-2
O=C(NCCCN1CCOCC1)c1ccc(CS(=O)(=O)Cc2ccccc2Cl)o1	-2
CCOC(=O)c1c(NC(=O)Cc2ccccc2)sc2c1CCCC2	-3
O=C(CCn1c(=O)oc2ccccc21)NCCN1CCc2ccccc2C1	4
Cc1ccc(NS(=O)(=O)c2ccc3c(c2)CCC(=O)N3)cc1	-341
COc1cccc(C2=NN(C(=O)c3ccc(C(C)(C)C)cc3)C(O)(C(F)(F)F)C2)c1 (centres undefined)	-2
C=CCn1c(=S)[nH]c2cc(C(=O)NCCC3=CCCCC3)ccc2c1=O	-5
CC1=C(C(=O)OCCOc2ccccc2)C(c2ccc(C)o2)C2=C(CC(C)(C)CC2=O)N1 (centres undefined)	-4&-8
S=C(c1ccc(-c2ccc(Br)cc2)o1)N1CCOCC1	-12
Cc1[nH]c2ccc(Br)cc2c1CCNC(=O)c1ccc2c(c1[N+](=O)[O-])C(=O)c1ccccc1C2=O	-6
CCOC(=O)C(C)Sc1nc2c(c(=O)[nH]c(=O)n2C)n1C/C=C(/C)Cl (centres undefined)	3
COc1cc2c(cc1OC)C(C(=O)NCc1ccc(C)cc1)C1c3ccccc3CCN1C2=O (centres undefined)	-6

From PubChem
